SMN2 splice up: enhancers of SMN2 splice variant expression; HEK293 SMN2-luciferase splicing reporter, luminescence, 30-36 h; Potency, µM (titrated, usually from 46.1 µM), without a hit: top-dose activity change, positive = activation, hits mostly activators; 2.8% of 210,000 active; AID 1458; active = well fitted activation curve with a large enough effect; inconclusive = small, poorly fitted or top-dose-only effect; inactive = no such curve, though single readings can be large or run the other way; also: % of control where 0% means no effect; nearly all actives have a fitted effect of over 55% in size
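qHTS luciferase splicing reporter: luminescence rises when SMN2 exon 7 is included in transfected HEK293 cells. Compound exposure lasted 30-36 h at 37C, with 4.5 mM final sodium butyrate as control, followed by a ONE-Glo read.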
Active calls of the source: *; ? = inconclusive; [ ] = remark or other dose. Potency is read from the fitted curve at half-maximal effect.

SMILES | SMN2 splice up
COc1cccc(N2CCN(C(=O)C3CCC(CNS(=O)(=O)c4ccc(Br)s4)CC3)CC2)c1 (stereo unspecified) | -11%
CCc1cc(C(=O)Nc2sc(C)c(CC)c2C#N)no1 | 16%
COc1ccccc1N1CCN(C(=O)Cn2ncc3c(=O)oc4ccc(C)cc4c32)CC1 | -5%
Cc1cc(NC(=O)c2cc(-c3ccc(Cl)cc3)on2)nn1Cc1ccc(Cl)cc1 | -3%
CCOc1ccc(NC(=O)Cn2c(=O)oc3cc(S(=O)(=O)NC4CCCC4)ccc32)cc1 | -22%
CC(C)Oc1ccc(CNC(=O)C2CCN(C(=O)c3sccc3-n3cccc3)CC2)cc1 | -25%
O=C(c1ccc2c(c1)N(Cc1ccc(Cl)cc1)C(=O)c1ccccc1S2=O)N1CCCCC1 (stereo unspecified) | -10%
CCOC(=O)c1c(NC(=O)COc2cc(C)ccc2C(C)C)sc2c1CCCC2 | 1%
Cc1ccc(C(=O)N(c2ccc(C)cc2)S(=O)(=O)c2ccc(Cl)cc2)cc1 | -7%
COc1ccc(Nc2nnc(-c3cc4cc(Cl)ccc4oc3=O)s2)cc1 | -9%
Cc1ccc(CNC(=O)CN(c2cc(C)cc(C)c2)S(=O)(=O)c2c(C)[nH]c(=O)[nH]c2=O)cc1 | 1%
Cc1cccc(-c2nc3c4ccccc4nc(N4CCN(c5cccc(Cl)c5)CC4)n3n2)c1 | 6%
CCn1cc(C(=O)N2CCN(c3cccc(C)c3)C(C)C2)c(=O)c2cc(S(=O)(=O)N3CCOCC3)ccc21 (stereo unspecified) | -2%
CCc1ccc(OCC(=O)Nc2ccc(Cl)c(-c3nc4ncccc4o3)c2)cc1 | -3%
COc1ccc(OC)c(NC(=O)[C@H](CSCc2ccccc2)N2Cc3ccccc3C2=O)c1 | -2%
CCC(C(=O)N1CCN(c2cc(Cl)ccc2C)CC1)n1nc(C)n2c(cc3occc32)c1=O (stereo unspecified) | -60%[inhibitor]
CCOc1ccccc1CNC(=O)c1ccc2c(c1)N(CC)CCS2 | 8%
Cc1cccc(OCC(=O)Nc2ccc3c(c2)nc(CCNC(=O)c2ccco2)n3C)c1 | -27%
COC(=O)c1cc2oc3ccccc3c2n1Cc1nc(-c2ccc(OC)cc2)oc1C | -4%
O=C(Nc1cc(-c2nc3cc(Cl)ccc3o2)ccc1Cl)c1cc2ccccc2o1 | -7%
O=C(C1CCC1)N1CCc2cc(S(=O)(=O)N3CCN(c4ccccc4)CC3)ccc21 | -2%
Cc1ccc(NC(=O)Cn2nc(C(F)(F)F)c3c2CCCC3)cc1C | -14%
CCC(=O)N1CCc2cc(Br)cc(S(=O)(=O)CCC(=O)NCc3ccc(F)cc3)c21 | 12%
Cc1ccc(Cl)cc1N1CCN(C(=O)Cn2cnc3sc(C)c(S(=O)(=O)N4CCC(C)CC4)c3c2=O)CC1 | 5%
CCOc1ccccc1C(=O)N(Cc1cc(OC)c(OC)c(OC)c1)C1CCS(=O)(=O)C1 (stereo unspecified) | 3%
COc1ccccc1NC(=O)CCN1CCC(C(N)=O)CC1 | -13%
Cc1ccccc1Cn1nnc2c(=O)[nH]c(C3CCN(C(=O)c4ccc(F)cc4)CC3)nc21 | -8%
Cc1ccc(NC(=O)c2c(C)oc3ccc(O)c(CN(C)Cc4ccccc4)c23)c(C)c1 | -21%
COc1cccc(-c2nc(SCC(=O)NC3CCCC3)c(-c3ccccc3)[nH]2)c1 | -4%
Cc1cccc(C(=O)Nc2ccc3oc(-c4ccncc4)nc3c2)c1 | -15%
CCOc1cc(-c2nc(-c3ccc(Br)cc3)no2)cc(OCC)c1OCC | -6%
O=C(NCCc1ccccc1Cl)c1ccc2c(=O)n(-c3ccccc3)c(=O)[nH]c2c1 | -13%
CCCCCn1c(NCc2ccc(OC)cc2)nc2ccccc21 | -54%[inhibitor]
Cc1ccc(NC(=O)Cn2cc3c(n2)CCCC3)c(Cl)c1 | 1%
CCOC(=O)c1c(Nc2ccccc2)nnc(-c2ccccc2)c1-c1ccccc1 | -35%[inhibitor]
Cc1cccc(NC(c2ccccc2C)c2ccc3ccc(C)nc3c2O)n1 (stereo unspecified) | -20%
CCOc1ccc(/C=C/C(=O)Nc2sc3c(c2C(=O)OC)CCCC3)cc1 | 0%
Cc1ccc(NC(=O)c2c(C(=O)Nc3ccccc3)sc3nc(C)cc(=O)n23)c(C)c1 | -1%
CC(C)CSc1nnc(-c2ccccc2)c(-c2ccccc2)n1 | -5%
COC(=O)c1cc2sc(Cl)cc2n1Cc1nc(-c2ccc(OC)cc2)oc1C | -6%
Cn1c(=O)cc(SCC(=O)N2CCN(c3ccccc3F)CC2)c2ccc(Cl)cc21 | -1%
CCOc1ccc(C(=O)NCCSc2c(C)[nH]c3ccccc23)cc1OCC | -3%
COC(=O)c1c(NC(=O)c2c(OC)cccc2OC)sc2c1CCCC2 | 4%
O=C1c2[nH]nc(-c3ccccc3O)c2C(c2cccc(OCc3ccccc3)c2)N1CCCO (stereo unspecified) | -3%
CCOc1ccc(CNC(=O)c2cc3c(=O)n(C)c4ccccc4c3s2)cc1 | -2%
CCCCOc1ccc(C2=NC(c3cccs3)=Nc3ccc(OC)cc3N2)cc1 | 17%
Cc1cccc(NC(=O)CSc2nc3ccccc3nc2N2CCC(C)CC2)c1 | -24%
Fc1ccc(-c2cn3cc(Cc4ccc(Cl)cc4)sc3n2)cc1 | 3.2µM*
Cc1ccc(-c2nnc(C3CCN(S(=O)(=O)c4ccc(C)c(C)c4)CC3)o2)cc1 | -10%
O=C(CN1CCN(Cc2ccccc2Cl)C1=O)NCc1ccccc1Cl | -4%
CCN(CC)Cc1c(NC(=O)c2ccc(OC)cc2)sc2c1CCCC2 | ?
Cc1ccc(CNC(=O)c2ccc(Cn3c(=O)c4ccccc4n(CC(=O)Nc4ccc(C)cc4)c3=O)cc2)cc1 | 7%
Nc1c(C(=O)Nc2ccccc2F)sc2nc3c(cc12)CCCCCC3 | 8%
O=C(C1CC1)N1CCc2cc(Br)cc(S(=O)(=O)Nc3ccc(C(F)(F)F)cc3)c21 | -13%
COc1ccc(C2NC(=O)N(C)C3=C2C(=O)N(c2ccc(C(=O)O)cc2)C3)cc1 (stereo unspecified) | -7%
Cc1cccc(-c2nnc(SCC(=O)N3CCCCC3)o2)c1 | 4.5µM*
Cc1ccc(NC(=O)Cn2nnnc2-c2ccccc2N)cc1 | 4%
N#Cc1ccccc1NC(=O)c1cc2c(=O)n3ccccc3nc2s1 | 12%
COc1ccc(-n2c(=O)c3ccc(C(=O)NCc4ccc(C)cc4)cc3n(CC(=O)Nc3cccc(F)c3)c2=O)cc1 | 5%
Cc1cccc(OCC(=O)Nc2cccc3cccnc23)c1C | -8%
Next section
SMILES | SMN2 splice up
CCOC(=O)c1c(NC(=O)c2cc(-c3ccc(OC)c(OC)c3)on2)sc2c1CCCC2 | 7%
COc1ccccc1N1CCN(C(=O)c2ccc(CS(=O)c3ccccc3C)o2)CC1 (stereo unspecified) | -18%
COC(=O)c1cc2sc(Cl)cc2n1Cc1cc(C)ccc1C | -3%
Cc1ccc(Cl)cc1N1CCN(C(=O)c2ccc3c(c2)N(Cc2ccccc2)CCS3)CC1 | 3%
O=C(CCCCn1c(=O)c2ccccc2n(CC(=O)Nc2ccccc2)c1=O)NCc1ccccc1Cl | -2%
Cc1ccc(CNC(=O)CCCn2c(=O)c3ccccc3n(Cc3ccc(Cl)cc3)c2=O)cc1 | 6%
CCC(=O)N1CCc2cc(S(=O)(=O)NCc3ccc(C)cc3)ccc21 | -12%
Cc1ccc(C(=O)O)cc1-n1c(C)ccc1-c1ccccc1 | -3%
CCCCC(=O)Oc1ccc2oc(-c3ccc(OC)cc3)cc(=O)c2c1 | 28%
CCCN(CCC)CCCNC(=O)C1CCN(S(=O)(=O)c2cccc3nsnc23)CC1 | -4%
Cc1ccc2cccc(NC(=O)c3cccc4ccccc34)c2n1 | -1%
CCc1cccc(NC(=O)c2cccc3c2C(=O)N(C2CCCCC2)C3)c1 | 2%
Cc1ccccc1-n1c(/C=C/c2c(C)n(C)c3ccccc23)nc2ccccc2c1=O | -3%
Cc1ccn2c(Nc3ccc(F)cc3)c(-c3ccc(C)o3)nc2c1 | 5%
Cc1ccc(-c2cc(C(F)(F)F)n3nc(C(=O)Nc4sc5c(c4C#N)CCC(C)C5)cc3n2)cc1 (stereo unspecified) | 1%
COc1ccc(-n2nc(C)c3c(C(F)(F)F)cc(-c4cccnc4)nc32)cc1 | 0%
CCc1nn(Cc2c(C)cc(C)cc2C)c(=O)c2cc3cc(C)ccc3n12 | 3%
COc1ccc(NC(=O)Cn2c(=O)n(CCC(=O)NCCc3ccc(OC)c(OC)c3)c(=O)c3ccccc32)cc1Cl | -2%
COc1cccc(-c2cc(C(=O)Nc3cccnc3Cl)no2)c1 | -1%
CCN(C(=O)Cn1c(=O)oc2cc(S(=O)(=O)N3CCCC3)ccc21)c1cccc(C)c1 | 6%
N#C/C(=C\c1ccc(-c2cccc(Cl)c2)o1)C(=O)Nc1cccc(C(F)(F)F)c1 | -2%
CCOc1ccc(CCNC(=O)Cn2nc(CC)n3c(cc4sccc43)c2=O)cc1 | 7%
COc1ccccc1-c1cc(C(=O)Nc2cc(Cl)ccc2O)no1 | -5%
Cc1nc2sccn2c(=O)c1S(=O)(=O)Nc1ccc(N2CCN(S(C)(=O)=O)CC2)cc1 | -33%[inhibitor]
Cc1cc(C)c2oc(C(=O)Nc3nc4ccc(Cl)cc4s3)cc(=O)c2c1 | 1%
COc1ccc(-c2noc(CN(C(=O)C(C)Oc3ccc(C)cc3)C(C)C)n2)cc1 (stereo unspecified) | -18%
COc1cc(OC)cc(-n2c(=O)c3ccccc3n(Cc3ccccc3C#N)c2=O)c1 | -3%
CCc1cccc(C)c1NC(=O)C1CCCN(S(=O)(=O)c2cccc3nsnc23)C1 (stereo unspecified) | -1%
COc1ccc(N2CCN(c3oc(-c4ccccc4C)nc3S(=O)(=O)c3ccccc3)CC2)cc1 | -6%
CCCOc1cccc(C(=O)Nc2cccc(NC(=O)c3ccc(C(C)(C)C)cc3)c2)c1 | ?
CC(=O)c1ccc(NC(=O)NCCc2c[nH]c3ccccc23)cc1 | -4%
CCN(Cc1ccccc1)C(=O)CCc1c(C)nc2c(c(C)nn2-c2ccc(C)c(C)c2)c1C | 9%
CCc1cccc(C)c1NC(=O)CCCn1c(C)c2cnn(-c3ccccc3)c(=O)c2c1C | -17%
O=C(O)CCc1ccc(-c2ccc(Cl)cc2)n1-c1cccc(C(F)(F)F)c1 | -9%
CCc1ccc(NC(=O)CC(NCc2cccnc2)C(=O)O)cc1 (stereo unspecified) | -5%
Cc1ccn2c(NC(=O)c3cccc(Cl)c3)c(-c3ccccc3)nc2c1 | 6%

Part of the list above, reformatted.
mol	SMN2 splice up
COc1cccc(N2CCN(C(=O)C3CCC(CNS(=O)(=O)c4ccc(Br)s4)CC3)CC2)c1 (stereo unspecified)	-11%
CCc1cc(C(=O)Nc2sc(C)c(CC)c2C#N)no1	16%
COc1ccccc1N1CCN(C(=O)Cn2ncc3c(=O)oc4ccc(C)cc4c32)CC1	-5%
Cc1cc(NC(=O)c2cc(-c3ccc(Cl)cc3)on2)nn1Cc1ccc(Cl)cc1	-3%
CCOc1ccc(NC(=O)Cn2c(=O)oc3cc(S(=O)(=O)NC4CCCC4)ccc32)cc1	-22%
CC(C)Oc1ccc(CNC(=O)C2CCN(C(=O)c3sccc3-n3cccc3)CC2)cc1	-25%
O=C(c1ccc2c(c1)N(Cc1ccc(Cl)cc1)C(=O)c1ccccc1S2=O)N1CCCCC1 (stereo unspecified)	-10%
CCOC(=O)c1c(NC(=O)COc2cc(C)ccc2C(C)C)sc2c1CCCC2	1%
Cc1ccc(C(=O)N(c2ccc(C)cc2)S(=O)(=O)c2ccc(Cl)cc2)cc1	-7%
COc1ccc(Nc2nnc(-c3cc4cc(Cl)ccc4oc3=O)s2)cc1	-9%
Cc1ccc(CNC(=O)CN(c2cc(C)cc(C)c2)S(=O)(=O)c2c(C)[nH]c(=O)[nH]c2=O)cc1	1%
Cc1cccc(-c2nc3c4ccccc4nc(N4CCN(c5cccc(Cl)c5)CC4)n3n2)c1	6%
CCn1cc(C(=O)N2CCN(c3cccc(C)c3)C(C)C2)c(=O)c2cc(S(=O)(=O)N3CCOCC3)ccc21 (stereo unspecified)	-2%
CCc1ccc(OCC(=O)Nc2ccc(Cl)c(-c3nc4ncccc4o3)c2)cc1	-3%

Later entries:
SMILES | SMN2 splice up
COc1cccc(-c2noc(COc3ccccc3Cl)n2)c1 | ?
Cc1sc2ncn(CC(=O)Nc3ccc(F)cc3F)c(=O)c2c1S(=O)(=O)N1CCC(C)CC1 | -11%
Cc1ccc(S(=O)(=O)N(CC(=O)Nc2c(C)cccc2C)c2cccc(Cl)c2)cc1 | 13%
COc1ccc(NC(=O)c2cn(CC(C)C)c(=O)c3cc(OC)c(OC)cc23)cc1Cl | 0%
CCc1ccccc1Nc1cc(C(=O)NCc2ccc(C)cc2)c2ccccc2n1 | -7%
Cc1cccc(C(=O)Nc2sc3c(c2C(=O)Nc2ccccc2)CCC3)c1 | -12%
CCC(=O)N1CCc2cc(Br)cc(S(=O)(=O)N3CCN(c4cc(C)ccc4C)CC3)c21 | -12%
Cc1ccc2c(c1)c1c3n2CCN(C(=O)c2ccc(C(F)(F)F)cc2)C3CCC1 (stereo unspecified) | 3%
CCn1c(CNC(=O)c2ccc(OC)cc2)nnc1SCC(=O)Nc1cc(C)ccc1C | -2%
CC(CCc1ccccc1)NC(=O)Cn1ncc2c3ccccc3n(Cc3ccccc3)c2c1=O (stereo unspecified) | -1%
COc1ccc(C(=O)Nc2ccc(N3CCOCC3)c(C(F)(F)F)c2)cc1OC | -40%[inhibitor]
O=C(Nc1cc2c(cc1C(=O)c1ccccc1Cl)OCCO2)c1ccc(Br)cc1 | -2%
COc1cc(OC)cc(-c2cc3nc(C)c(CCC(=O)Nc4ccc(C(C)=O)cc4)c(C)n3n2)c1 | 0%
COc1ccc(S(=O)(=O)N2Cc3ccccc3CC2C(=O)Nc2cccc(C)c2)cc1OC (stereo unspecified) | -20%
O=C(CSc1nc2ccsc2c(=O)n1Cc1ccccc1Cl)NCc1ccc(F)cc1 | 0%

These rows are one share of the data; the hit share may differ from the screen's.
